From PubChem BioAssay
RGS4 act = potentiators or activators of RGS4. 310,000 tested, 0.92% active. B-score at 10 µM. HEK293 M3R/inducible RGS4, carbachol calcium flux Fluo4; hits give low values;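 active = B-score of the integrated calcium signal more than 4 SD below the library mean, with starting fluorescence not abnormally high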;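 note: negative B-score means reduced calcium response which marks RGS4 activation or potentiation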
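Material: Inducible-RGS4 HEK293 cells carrying M3 receptor; also added: carbachol at ECmax as muscarinic agonist stimulus; incubation: compound preincubation 20 min at room temperature before agonist; signal: Fluo4-AM (2 µM) calcium-flux fluorescence, kinetic read; measure: integrated calcium ratio converted to B score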
HIF act = HIF pathway transcriptional activation. 300,000 tested, 0.32% active. activation, % at 7.5 µM (by protocol). U2OS HRE-luciferase reporter, luminescence; normalized: DMSO 0%, desferrioxamine 100%. AID 1910;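 active = mean activation of at least 10% of the iron chelator positive control signal, with at least half of replicates also reaching 10%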
Platelet DG rel = modulates dense granule release in human platelets; 300,000 tested, 0.22% active; inhibition, %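 (compounds screened at 7.5 µM in platelet-rich plasma)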; AID 1663; human platelet-rich plasma, SFLLRN dense granule ATP release, luminescence;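 active = mean replicate score, as percent of positive control, at or above 50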
MrgX1 allo act = human MrgX1 positive allosteric modulation, primary screen | Q96LB2 | MrgX1-HEK293, Fluo-4 calcium flux, FDSS; hits give high values | B-score at 10 µM | 310,000 tested, 0.63% active | AID 588675;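 active = plate-corrected calcium response at least 3 library SD above typical, normal starting fluorescence, not activating the receptor alone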;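 note: compound read alongside a low EC10 to EC30 dose of BAM8-22 agonist; peak minus trough fluorescence over baseline measured at the second addition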
Target sequence (Q96LB2 whole entry, looked up): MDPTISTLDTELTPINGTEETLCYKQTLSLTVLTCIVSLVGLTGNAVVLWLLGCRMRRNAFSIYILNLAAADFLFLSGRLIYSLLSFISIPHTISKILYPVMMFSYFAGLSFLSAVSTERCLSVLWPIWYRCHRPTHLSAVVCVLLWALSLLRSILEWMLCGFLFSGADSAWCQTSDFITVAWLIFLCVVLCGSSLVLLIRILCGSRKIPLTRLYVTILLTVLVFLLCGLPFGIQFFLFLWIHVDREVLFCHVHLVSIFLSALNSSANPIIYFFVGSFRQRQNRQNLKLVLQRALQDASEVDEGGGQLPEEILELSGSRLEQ
TRPC6 act = activators of mouse TRPC6 channel; B-score at 10 µM; HEK293-TRPC6 membrane potential dye fluorescence; hits give high values; AID 2550; 310,000 tested, 0.13% active; Q61143;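 active = B-score of the integrated fluorescence ratio above library mean plus 3 SD, and starting fluorescence ratio within library mean plus 5 SD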;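 note: higher score means more depolarization so channel activation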
TRPC4 block = inhibitors of mouse TRPC4 channel; HEK293 TRPC4beta/mu-opioid, DAMGO-evoked Fluo4 calcium flux; hits give low values; B-score at 10 µM; AID 2247; 300,000 tested, 0.39% active; Q9QUQ5;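 active = B-score over 3 SD under the library average, no early fluorescence shift, positive overall ratio signal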
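Assay system: HEK293 cells with stable TRPC4beta plus mu-opioid receptor expression; Probe or stimulus: DAMGO in two steps, submaximal then maximal; Dosing: single-point compound dosing; Measured by: Fluo4 calcium-dye fluorescence, kinetic read; Read-out basis: B score from integrated Fluo4 fluorescence ratio.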
MrgX1 ag = agonists of human MrgX1 receptor; B-score at 10 µM; 310,000 tested, 0.44% active; MrgX1-HEK293 cells, Fluo-4 calcium fluorescence, agonist mode; hits give high values;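 active = calcium response B-score plate-corrected fluorescence ratio at least 3 library SD, with starting fluorescence B-score inside 5 SD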
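Test system: HEK293 cells stably expressing human MrgX1 receptor; Input: fifteen thousand cells per well; Dosing: compound delivered in addition one of three; Schedule: overnight seeding, then 1 h dark dye loading; Technique: Fluo-4 NW calcium fluorescence; Measure: B-scored fluorescence response ratio; Controls: positive and negative controls per plate.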
RGS4 inh = inhibitors of human RGS4; 310,000 tested, 0.45% active; HEK293 M3R/RGS4 inducible, Fluo-4 calcium flux; hits give high values; triggered by carbachol at its EC20; B-score at 10 µM; P49798; AID 463165;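 active = B-score, a plate-corrected calcium signal, over three deviations above library mean, with baseline fluorescence within five deviations of library mean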;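 note: RGS4 expression induced by doxycycline in cells with stable M3 receptor; B-score is computed from the integrated fluorescence ratio over baseline after carbachol; higher B-score means a larger calcium signal and so more RGS4 inhibition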
Target sequence (P49798 whole entry, looked up): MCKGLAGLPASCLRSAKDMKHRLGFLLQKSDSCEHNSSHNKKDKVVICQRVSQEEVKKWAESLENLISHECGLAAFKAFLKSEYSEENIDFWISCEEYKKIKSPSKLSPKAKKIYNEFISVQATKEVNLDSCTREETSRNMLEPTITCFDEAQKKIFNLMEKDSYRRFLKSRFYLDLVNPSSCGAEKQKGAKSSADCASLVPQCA
MrgX1 antag = human MrgX1 receptor antagonism, primary screen | 310,000 tested, 1.3% active | Q96LB2 | AID 588676 | B-score at 10 µM | MRGX1-HEK293 calcium flux, Fluo-4, BAM8-22 antagonism; hits give low values;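 active = calcium-response B-score plate-corrected more than 3 library SD below zero, starting fluorescence within 5 deviations, no agonist response on first addition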;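 note: peak minus trough fluorescence over baseline after final BAM8-22 challenge near maximal dose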
SKKanGAS inh = inhibitors of SKKanGAS S. pyogenes growth in kanamycin (SK-promoter or general growth effect); BacTiter-Glo, 6 h; inhibition, % at 7.5 µM; 300,000 tested, 1.3% active;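 active = mean replicate score, as percent of positive control median, at least 50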;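 note: strain carries kanamycin resistance gene driven by streptokinase promoter and grows in 40 µg/ml kanamycin; loss of luminescence reflects streptokinase promoter inhibition or plain growth inhibition; 0% = median of DMSO wells and 100% = positive control at its reference dose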
TRPC6 inh = mouse TRPC6 channel inhibition. AID 2553. HEK293-TRPC6, membrane potential dye, ACh-evoked depolarization; hits give low values. B-score at 10 µM. 310,000 tested, 1.1% active. Q61143;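 active = B-score under library mean minus 3 SD, initial fluorescence not abnormally high, positive integrated signal ratio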;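 note: B-score derived from integrated fluorescence ratio over the kinetic read; more negative B-score means stronger inhibition of depolarization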
An asterisk follows results filed as active; i = inactive; / = no result given. No enrichment for hits; overall some 6.1% were active at least once.

Each structure is followed by: RGS4 act	HIF act	Platelet DG rel	MrgX1 allo act	TRPC6 act	TRPC4 block	MrgX1 ag	RGS4 inh	MrgX1 antag	SKKanGAS inh	TRPC6 inh
> Cn1cc(S(=O)(=O)N2CCN(c3cccc(Cl)c3)CC2)c(=O)n(C)c1=O
    i	-0.3	-1	i	i	i	i	i	i	-1	i
> O=C(NCCN1CCOCC1)c1cc2n(n1)C(C(F)(F)F)CC(c1ccc(F)cc1)N2 (configuration not stated)
    i	-0.2	-1	i	i	i	i	i	i	-3	i
> O=C(NCc1ccco1)C1CCN(c2ccc(S(=O)(=O)N3CCOCC3)cc2[N+](=O)[O-])CC1
    i	0.9	6	i	i	i	i	i	i	13	i
> CC1=NN(C(=O)c2ccccc2Cl)C(O)(c2ccccc2)C1 (configuration not stated)
    i	-0.2	0	i	i	i	i	i	i	-5	i
> O=C(O)CC/C(=N\NC(=O)c1ccc(F)cc1)c1ccc(Br)cc1
    i	1.2	0	i	i	i	i	i	i	2	i
> Cc1ccc(NC(=S)NC(=O)c2ccc(-c3ccc(Cl)cc3)o2)c(O)c1
    i	1.0	3	i	i	i	i	i	i	68*	i
> CCOc1ccc(NC(=O)CN(C)C(=O)c2cccnc2Sc2ccccc2Cl)cc1OCC
    i	-1.8	0	i	i	i	i	i	i	0	i
> O=C(NC(=S)N1CCOCC1)c1ccccc1Cl
    i	-0.5	8	i	i	i	i	i	i	-3	i
> CN(C)/C=C/C(=O)c1c(F)cccc1F
    i	0.5	-1	i	i	i	i	i	i	-1	i
> COc1cccc(C(=O)Nc2ccc(S(=O)(=O)Nc3nccc(C)n3)cc2)c1
    i	-0.6	9	i	i	i	i	i	i	2	i
> COc1ccc(NC(=O)c2cc(S(=O)(=O)NCC3COc4ccccc4O3)ccc2F)cc1 (configuration not stated)
    i	-0.7	-29	i	i	i	i	i	i	7	i
> COc1ccccc1C(=O)N1CCC(N2CCN(c3ccccc3)CC2)CC1
    i	-0.8	4	i	i	i	i	i	i	5	i
> O=[N+]([O-])c1cccc(CN2CCN(S(=O)(=O)Cc3ccccc3)CC2)c1
    i	0.1	0	i	i	i	i	i	i	-4	i
> Cc1ccc(NC(=O)/C=C/C(=O)O)c(NC(=O)c2ccccc2)c1
    i	0.0	0	i	i	i	i	i	i	1	i
> Cc1csc(NC(=O)c2cc(-c3ccccc3)nc3ccccc23)n1
    -7.8*	-0.2	3	i	i	i	i	i	i	9	i
> NC(=O)c1cc(S(=O)(=O)NCc2ccc(F)cc2)cs1
    i	0.0	-10	i	i	i	i	i	i	-11	i
> COCC(C)NCc1cccc(OC)c1OC (configuration not stated)
    i	0.1	-1	i	i	i	i	i	i	-2	i
> O=C(CN1CCN(S(=O)(=O)N2CCCCC2)CC1)Nc1ccc(Br)cc1
    i	-0.2	-1	i	i	i	i	i	i	-11	i
> CC1=NN(c2ccc([N+](=O)[O-])cc2)C(=O)/C1=C\N(C)C
    i	0.6	37	i	i	i	i	i	i	56*	i
> CCOC(=O)c1ccccc1NC(=O)COC(=O)CCC(=O)N1CCOCC1
    i	-0.8	7	i	i	i	i	i	i	-1	i
> CC1CC(C)CN(S(=O)(=O)c2ccc3c(c2)oc(=O)n3CC(=O)NCCCOC(C)C)C1 (configuration not stated)
    i	31*	-4	i	i	i	i	i	i	0	i
> C/C(N)=C(/C#N)C(=O)COC(=O)CNS(=O)(=O)c1ccc(F)c(F)c1F
    i	-0.3	9	i	i	i	i	i	i	-5	i
> O=[N+]([O-])c1cc(C(F)(F)F)cc([N+](=O)[O-])c1N1CCN(S(=O)(=O)c2ccccc2)CC1
    i	-0.3	0	i	i	i	i	i	i	23	i
> COc1cccc(C(=O)NCC(=O)N/N=C(\C)Cc2ccccc2)c1
    i	0.4	-6	i	i	i	i	i	i	-1	i
> CC(C)[C@@H](C(=O)OCC(=O)Nc1ccc2c(c1)OCO2)N1C(=O)c2ccccc2C1=O
    i	-0.2	2	i	i	i	i	i	-5.3*	-1	i
> COc1ccc([N+](=O)[O-])cc1NC(=O)CCN1CCOCC1
    i	0.0	-3	i	i	i	i	i	i	-8	i
> COc1cccc(NC(=O)C(NCC(C)(C)CN(C)C)c2ccccc2)c1 (configuration not stated)
    i	-1.0	1	i	i	i	i	i	i	0	i
> O=C(CN1C(=O)/C(=C\c2ccccc2F)SC1=S)Nc1nc2ccccc2s1
    i	0.3	-3	i	i	i	i	i	i	94*	i
> c1cc(C2OCCN2CC2COC3(CCCC3)O2)ccn1 (configuration not stated)
    i	0.1	2	i	i	i	i	i	i	2	i
> COc1cc(SC)ccc1C(=O)NC1CCCCC1
    i	2.5	6	i	i	i	i	i	i	3	i
> COc1ccc(CCC(C)N2CCC(CO)(Cc3ccccc3)CC2)cc1 (configuration not stated)
    i	-0.9	8	i	i	i	i	i	i	-4	i
> CC(C)COc1ccc(CN=C(N)N=C(N)N)cc1Cl
    i	-0.5	3	i	i	i	i	i	i	0	i
> COc1ccc(C(=O)Cn2cc[n+](C)c2)cc1
    i	-0.1	9	i	i	i	i	i	i	13	i
> O=C(Nc1ccccc1C(F)(F)F)N1CCC(n2c(=O)[nH]c3ccccc32)CC1
    i	0.0	-9	i	i	i	i	i	i	-1	i
> O=C(CCc1nnc(C2(c3ccc(Cl)cc3)CCC2)o1)NC1CC1
    i	1.5	25	i	i	i	i	i	i	2	i
> CC(C)c1ccc(OCCCCCN2CCOCC2)cc1
    i	0.5	5	i	i	i	i	i	i	1	i
> COc1cccc2cc(C(=O)CS(=O)(=O)c3ccc(C(C)(C)C)cc3)c(=O)oc12
    i	0.0	1	i	i	i	i	i	i	0	i
> OCCCNc1nc(-c2ccc(Cl)cc2)nc2ccccc12
    i	-5.9	-2	i	i	i	i	i	i	-3	i
> COc1cccc2c1C(=O)C=C(C)C2=O
    -7.1*	/	8	i	i	i	i	i	-7.7*	8	i
> O=C(NNC(=O)C1CC=CCC1)c1ccccc1O (configuration not stated)
    i	0.9	1	i	i	i	i	i	i	-1	i
> O=S(=O)(Nc1ccc(Br)cn1)c1ccc2ccccc2c1
    i	0.7	-1	i	i	i	i	i	i	8	i
> CCCNC(=S)N1CCN(c2nc(-c3ccc(C)cc3)cs2)CC1
    i	-0.2	0	i	i	i	i	i	i	27	i
> CCC1(C)COC2(OC1)C(=O)Nc1ccccc12 (configuration not stated)
    i	0.2	-3	i	i	i	i	i	i	8	i
> COc1cccc(C(=O)Nc2ncc3c(n2)CC(c2ccc(OC)cc2OC)CC3=O)c1 (configuration not stated)
    i	1.0	-8	i	i	i	i	i	i	7	i
> CCCCSc1nnc2c(n1)OC=Nc1ccccc1-2
    i	0.0	4	i	i	i	i	i	i	0	i
> NS(=O)(=O)c1ccc(CCNC(=O)CNC(=O)Cc2ccccc2)cc1
    i	-2.2	3	i	i	i	i	i	i	-1	i
> N#Cc1ccc(N2Cc3ccccc3C2=NC(=O)c2cccs2)cc1
    i	1.8	10	i	i	i	i	i	i	0	i
> CCOC(=O)c1sc(NC(=O)c2cc3n(n2)C(C(F)(F)F)CC(c2ccccc2)N3)c(C(=O)OCC)c1C (configuration not stated)
    i	-0.4	1	i	i	i	i	i	i	-5	i
> Cc1csc(NC(=S)NC(=O)c2ccccc2)n1
    i	1.3	-15	i	i	i	i	i	i	1	i
> COc1ccccc1/C=N/NC(=O)CNC(=O)c1ccc(S(=O)(=O)N2CCCC2)cc1
    i	0.1	6	i	i	i	i	i	i	-1	i
> O=S(=O)(Nc1nc2ccccc2nc1OCC(F)(F)F)c1cccs1
    i	0.0	-2	i	i	i	i	i	i	1	i
> COc1ccc(-c2nn(C)c3sc(C(=O)NCCN(C)C)cc23)cc1OC
    i	2.2	6	i	i	i	i	i	i	-1	i
> COc1ccc(/C=N/Nc2ccccc2C(=O)O)cc1
    i	0.5	11	i	i	i	i	i	i	5	i
> COCCNC(=O)c1onc(CSc2cc(C)cc(C)c2)c1C(=O)O
    i	0.3	0	i	i	i	i	i	i	3	i
> COc1ccc(C(=O)Nc2ccccc2)cc1NC(=O)c1cccs1
    i	-0.1	-1	i	i	i	i	i	i	0	i
> CC1=NN(c2ccccc2)C(=O)/C1=C/c1cccc(C)c1
    i	-0.8	-5	i	i	i	i	i	i	3	i
> Cc1csc(N/N=C\c2cccnc2)n1
    i	0.3	0	i	i	i	i	i	i	-18	i
> O=c1[nH]c(-c2ccccn2)nc2sc(-c3ccccc3)cc12
    i	72*	1	/	i	i	/	i	/	96*	i
> CCCCn1c(SCC(N)=O)nc2sc3c(c2c1=O)CCC3
    i	0.5	4	i	i	i	i	i	i	6	i
> Cc1cccc(C(=O)Nc2ccc(C(=O)N/N=C/c3ccc4c(c3)OCO4)cc2)c1
    i	-0.2	8	i	i	i	i	i	i	12	i

Remaining list, next part.
Each structure is followed by: RGS4 act	HIF act	Platelet DG rel	MrgX1 allo act	TRPC6 act	TRPC4 block	MrgX1 ag	RGS4 inh	MrgX1 antag	SKKanGAS inh	TRPC6 inh
> CC(OC(=O)CCN=C1NS(=O)(=O)c2ccccc21)C(=O)Nc1ccc(F)c(F)c1F (configuration not stated)
    i	-2.9	-5	i	i	i	i	i	i	-14	i
> COc1ccc(N2CCN(C(=O)NC3CC(=O)N(c4ccc(OC)cc4)C3)CC2)cc1 (configuration not stated)
    i	-0.2	-1	i	i	i	i	i	i	-6	i
> CCOC(=O)C1=C(C)NC2=C(C(=O)CCC2)C1c1ccc(N(C)C)cc1 (configuration not stated)
    i	-0.1	-3	i	i	i	i	i	i	-7	i
> CCCNC(=O)c1cc(S(=O)(=O)N2CCc3ccccc32)cn1C
    i	0.1	44	i	i	i	i	i	i	1	i
> CC(C)CC1Nc2ncnc(N3CCN(c4ccccc4)CC3)c2N(Cc2ccc(Br)cc2)C1=O (configuration not stated)
    i	0.5	2	i	i	i	i	i	i	14	i
> O=C(CN1CCN(Cc2ccccc2)CC1)N1CCCc2ccccc21
    i	-1.7	1	i	i	i	i	i	i	4	i
> COC(=O)Nc1nc(C)c(C(=O)c2ccccc2)s1
    i	3.7	1	i	i	i	i	i	i	4	i
